Bioassay records from PubChem BioAssay.
E-sel TNF inh – TNF alpha driven E-selectin expression inhibition; inhibition, % at 2 µM; HUVEC TNFa-induced E-selectin immunofluorescence, high content; actives 0.71% (n = 120,000); AID 1246;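 active = inhibition above the batch mean plus 3 SD, and confirmed as a hit on visual image review, cut at about 43% in these data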;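 note: 0% = TNF-stimulated DMSO wells and 100% = unstimulated control wells; not every result past the cut was called active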
PTEN del growth – growth suppressors of cells with PTEN tumor suppressor deletion | HCT116 PTEN-null viability, CellTiter-Glo, 60 h; active compounds read low | AID 827 | viability, % at 10 µM | actives 1.2% (n = 140,000);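 active = viability at or below a set limit, 4 SD under the median of all tested compounds, cut at about 3.7% in these data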;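 note: PTEN knockout HCT116 line with beta catenin targeted HCT116 as companion control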
bCat KO growth – beta-catenin-lacking colon tumor cell growth suppression | viability, % at 10 µM | AID 818 | actives 1.5% (n = 140,000) | HCT116 beta-catenin knockout viability, CellTiter-Glo, 60 h; active compounds read low;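 active = viability at or under a set limit, the compound median less 4 SD, cut at about 6% in these data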;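 note: 0% = Hyamine 1622 control at 20 µM and 100% = untreated cell control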
Yeast life ext – extends the lifespan of yeast; actives 0.68% (n = 130,000); AID 775; inhibition of the nicotinamide effect, % at 10 µM; S. cerevisiae growth with nicotinamide, OD615; deaD strain in restrictive glucose medium;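 active = inhibition above a set limit, placed 3 SD over the median of all compounds, cut at about 26% in these data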;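 note: 0% = nicotinamide-treated wells and 100% = cells grown without nicotinamide; some compounds called inactive have numbers as strong as hits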
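Buffer or medium: CSMM-D glucose medium, restrictive; test system: modified budding yeast, DeaD strain; compound: single dose 10 µM compound, 0.25% DMSO; schedule: culture preincubation 4 h, compound exposure 48 h, both 30 °C; detection: optical density (absorbance) at 615 nm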
BB579 growth dn – reduces growth of yeast BB579 in restrictive medium; S. cerevisiae BB579 growth, OD615, 48 h; inhibition, % at 10 µM; actives 0.51% (n = 140,000);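 active = inhibition above a set limit, 3 SD over the mean compound inhibition, cut at about 44% in these data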; note: inactives centre near -24
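Test system: Saccharomyces cerevisiae DeaD strain BB579, replicative lifespan model yeast | Buffer or medium: Restrictive CSMM-D medium | Doses: One dose, 10 µM compound with 0.25% DMSO | Incubation: 48 h exposure, 30 °C | Detection: Culture absorbance at 615 nm | Control set: Amphotericin B at 10 µg/mL as positive control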
MRP1 act – MRP-1 activation; AID 799; viability increase, % at 10 µM; H69AR cells + doxorubicin, viability rescue, CellTiter-Glo; actives 0.61% (n = 140,000);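 active = viability gain under doxorubicin at or above a set limit, the compound median plus 3 SD, cut at about 4.7% in these data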;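 note: MRP-1 overexpressing cells given doxorubicin 25 µM after compound pretreatment; 18-22 h compound pretreatment then 72 h with doxorubicin before readout; 0% = doxorubicin-only wells and 100% = vehicle-treated cells without doxorubicin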
Phagocyt inh – inhibitors of macrophage phagocytosis | AID 1029 | actives 0.07% (n = 110,000) | J774A.1 macrophage IgG-bead phagocytosis, imaging | inhibition, % at 5 µM;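 active = inhibition above the mean of the plate negative controls plus 5 SD, cut at about 13% in these data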;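 note: phagocytic index as fraction of beads internalized from green versus red external bead signal; plate controls were DMSO negative control for no effect and cytochalasin-D positive control for full effect; some results beyond the cut were filed as inactive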
Measles CPE – protection of cells from measles virus. protection (pct of control), % at 4 µM. AID 841. Measles virus-infected cells, CPE protection, absorbance. actives 1.5% (n = 140,000); in the data active = protection mostly above about 24%, no sharp cut-off; inactive = mostly below about 26%; note: some compounds called inactive have numbers as strong as hits
NPY-Y2 antag – blocks the human neuropeptide Y Y2 receptor | NPY-Y2 expressing cells, antagonist mode | P49146 | actives 0.99% (n = 140,000) | AID 793 | inhibition, % at 2.7 µM; in the data active = inhibition above about 17%;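 note: 0% = vehicle with agonist challenge and 100% = reference antagonist with challenge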
Target sequence (P49146 whole entry, looked up): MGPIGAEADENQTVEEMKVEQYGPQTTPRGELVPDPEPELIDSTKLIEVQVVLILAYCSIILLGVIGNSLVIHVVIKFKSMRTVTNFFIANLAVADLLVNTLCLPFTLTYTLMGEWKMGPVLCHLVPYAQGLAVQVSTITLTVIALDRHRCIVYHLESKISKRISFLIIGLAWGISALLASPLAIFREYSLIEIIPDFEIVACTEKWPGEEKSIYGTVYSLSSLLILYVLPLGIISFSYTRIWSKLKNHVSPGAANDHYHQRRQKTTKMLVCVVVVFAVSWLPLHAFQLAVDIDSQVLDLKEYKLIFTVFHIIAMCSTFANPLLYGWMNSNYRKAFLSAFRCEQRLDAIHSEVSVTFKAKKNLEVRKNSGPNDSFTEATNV
GALR2 antag – GALR2 (human) receptor antagonism; GALR2-expressing cells, antagonist mode; actives 0.39% (n = 140,000); inhibition, % at 4 µM; in the data active = inhibition above about 27%;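 note: cells stimulated with galanin 1-16 at roughly its EC80; 0% = agonist challenge control and 100% = basal control without agonist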
Target sequence (O43603 whole entry, looked up): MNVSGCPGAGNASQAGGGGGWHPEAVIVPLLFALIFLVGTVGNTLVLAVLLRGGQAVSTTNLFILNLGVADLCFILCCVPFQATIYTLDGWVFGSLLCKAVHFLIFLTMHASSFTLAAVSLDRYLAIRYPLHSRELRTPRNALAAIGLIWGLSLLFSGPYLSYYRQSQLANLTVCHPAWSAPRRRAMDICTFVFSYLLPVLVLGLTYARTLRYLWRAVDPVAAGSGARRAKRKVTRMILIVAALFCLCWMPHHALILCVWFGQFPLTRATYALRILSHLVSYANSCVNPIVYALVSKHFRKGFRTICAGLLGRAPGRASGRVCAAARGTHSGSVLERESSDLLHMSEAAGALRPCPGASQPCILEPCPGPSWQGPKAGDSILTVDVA
An asterisk follows results filed as active; nt = not tested or not shown.

SMILES	E-sel TNF inh	PTEN del growth	bCat KO growth	Yeast life ext	BB579 growth dn	MRP1 act	Phagocyt inh	Measles CPE	NPY-Y2 antag	GALR2 antag
O=C(O)c1cc(=O)c2c(OCC(O)COc3cccc4oc(C(=O)O)cc(=O)c34)cccc2o1	nt	98.4	99.1	4.3	-52.6	-0.9	nt	30.0	-0.9	12.0
CCN(CC)CCCNc1nc(-c2ccccc2)nc2ccccc12	32.0	66.7	61.4	nt	-26.5	-6.7	nt	8.6	2.5	11.1
COc1ccc(NS(=O)(=O)c2cc(C)ccc2OC)cc1OC	6.6	95.6	93.8	-6.1	-0.9	-3.5	-3.2	2.7	-1.1	-3.2
COC(=O)C1C(O)=CC(=O)CC1C (stereo not given)	-17.4	95.5	91.9	nt	-23.8	-1.4	nt	6.2	3.3	-1.4
CCOC(=O)C1=C(C)OC(N)=C(C#N)C1c1cc(Cl)c(OCC(N)=O)c(OC)c1 (stereo not given)	-4.5	92.2	105.3	-13.7	-22.5	-1.6	-1.7	2.1	4.2	-9.9
O=C(/C=C/c1cccc([N+](=O)[O-])c1)NC(=S)Nc1cccc(NC(=O)c2ccccc2Cl)c1	11.1	2.8*	11.3	3.0	-17.8	-4.9	nt	25.0	1.1	-3.8
COc1cc(OC)cc(-c2cc3nc(C)c(CCC(=O)O)c(=O)n3[nH]2)c1	0.0	94.3	93.3	-5.5	-36.8	-0.5	-0.9	2.2	2.9	-11.7
CN(C)CCCOc1nc2c(c(=O)n(C)c(=O)n2C)n1C	-8.4	91.2	89.5	nt	-15.5	-3.0	nt	7.2	0.7	4.7
Cc1ccc2cc(CN(CCN3CCOCC3)C(=O)NCc3ccccc3)c(=O)[nH]c2c1C	nt	104.8	95.3	-0.6	-31.6	-2.1	0.1	30.6	0.8	-0.6
C=CCn1c(Cc2csc(N)n2)nnc1SCc1ccc(C(=O)OC)cc1	-4.2	98.0	91.7	-7.3	-21.0	-3.0	-0.3	4.7	1.1	-10.7
Cc1c(NC(=O)c2coc(=O)c(Br)c2)c(=O)n(-c2ccccc2)n1C	-6.5	40.3	24.9	-13.0	-22.7	-3.7	1.0	4.2	1.0	2.6
O=C(Nc1ccc(N2CCOCC2)cc1)c1cn2ccccc2n1	nt	51.9	75.2	-16.3	-31.7	-0.4	nt	3.6	-3.1	13.3
COC(=O)CC(=O)CSc1nc2c(cc1C#N)CCC2	-41.6	4.7	6.2	-18.2	1.3	-4.4	9.4	0.7	0.7	-4.6
CCCC(=O)Nc1ccc(C(=O)N/N=C/c2ccc[nH]2)cc1	nt	80.1	83.8	3.4	-13.6	-4.1	0.8	19.4	0.0	4.0
CN(C)S(=O)(=O)c1ccc(-c2cn3ccccc3n2)cc1	-2.7	91.5	94.4	-10.9	-10.0	-0.5	-0.5	10.2	-0.2	-0.9
Cc1cccc(NC(=S)N/N=C/c2ccc(Cl)c([N+](=O)[O-])c2)c1	-26.0	92.1	90.2	-1.2	-7.1	-1.6	-2.8	4.5	0.6	3.8
Cc1nn(C)c(C)c1S(=O)(=O)N(CC(=O)N1CCc2ccccc21)c1ccc(C(C)C)cc1	nt	48.1	31.0	-12.4	-35.5	-0.9	-0.4	13.5	-1.3	0.6
CCOC(=O)c1cnc2c(C)c(Cl)ccc2c1Nc1ccc(S(=O)(=O)Nc2ncccn2)cc1	nt	93.4	93.0	6.7	-30.9	-0.1	-3.3	9.8	0.7	2.3
Cc1sc2ncnc(SCC(=O)NC3CC3)c2c1C	-23.1	106.6	101.0	-5.0	-57.1	-1.1	0.3	7.1	6.3	-7.8
O=S1(=O)CC(N2CCCCC2)C(N2CCCCC2)C1 (stereo not given)	19.6	104.3	93.3	-4.4	-32.5	-1.4	-2.0	5.8	1.1	-7.2
O=C1Nc2c(c(=O)[nH]c(=O)n2-c2ccccc2)C(C(F)(F)F)(C(F)(F)F)N1	9.5	92.6	107.8	-19.3	-31.4	-3.6	-3.3	1.5	0.3	12.9
NC(=S)N/N=C/c1ccc(-c2cccc([N+](=O)[O-])c2)o1	-5.7	66.2	75.6	-12.3	-16.9	-3.4	nt	40.5	2.6	-11.2
CCC(CC)C(=O)N(CCc1ccc(OC)cc1)Cc1nc2ccccc2c(=O)[nH]1	-18.1	71.0	66.3	-3.9	-50.6	-2.1	-0.8	3.3	1.0	-4.6
COCCn1c(SCC(=O)Nc2ccc3c(c2)OCCO3)nc2c(c1=O)SC(C)C2 (stereo not given)	-54.2	93.0	95.4	-5.7	16.9	-2.6	nt	5.1	-2.0	6.5
Cc1cc(C)c(S(=O)(=O)N2CCN=C2c2ccccc2)c(C)c1	nt	101.1	85.2	2.8	-7.9	-1.7	-3.3	19.7	0.3	5.4
Fc1ccc(N2CCN(c3ccc4c(C(F)(F)F)cc(C(F)(F)F)nc4n3)CC2)cc1	24.0	75.5	74.3	-14.1	-37.6	0.8	nt	9.7	1.5	7.1
CN1CCN(C(=O)c2ccccc2N(Cc2ccccc2)S(C)(=O)=O)CC1	-27.9	87.5	88.7	-5.2	-65.4	-0.2	nt	3.6	0.3	2.7
C=CCOc1c(Br)cc(CNn2nnnc2N)cc1OCC	-6.9	91.0	88.7	1.6	-6.4	-2.0	-0.4	23.6	1.6	3.5
O=C(CC1SC(=Nc2ccccc2)N(Cc2ccccn2)C1=O)Nc1cccc(Cl)c1 (stereo not given)	nt	76.2	84.7	-4.0	-27.1	-1.6	-0.6	1.8	2.1	-3.0
CCN(CC)CCNC(=O)c1ccc2c(=O)n(CCc3ccccc3)c(=O)[nH]c2c1	44.0	27.7	19.4	-20.4	5.8	-4.0	-0.6	3.6	0.6	-2.9
Clc1ccc2nc(N3CCN(c4ccccc4)CC3)sc2c1	-4.3	92.1	92.8	nt	6.0	2.0	nt	11.0	2.5	1.1
COc1ccccc1C1/C(=C(/O)c2ccccc2)C(=O)C(=O)N1CCO (stereo not given)	21.7	97.3	97.7	-9.8	-40.1	0.7	nt	36.1	2.9	-1.9
COc1cc(C2C3=C(CC(C)(C)CC3=O)N(C)C(=O)N2C)cc(OC)c1OC (stereo not given)	nt	101.7	103.7	-7.8	-60.1	-1.1	-0.4	6.5	1.6	1.7
O=C(Nc1ccc(Br)cc1Cl)c1cnccn1	-9.8	76.5	86.5	-18.1	-25.7	-0.9	-3.0	3.4	4.0	-6.4
CC(C)OC(=O)CSc1nc(-c2ccc(F)cc2)nc2ccc(F)cc12	25.8	89.4	89.5	-10.6	-47.5	-3.3	nt	4.8	-0.6	-4.6
CC(NC(=O)c1ccccc1NC(=O)c1ccccc1)C(=O)N1CCOCC1 (stereo not given)	10.2	92.4	81.8	3.2	-10.6	-2.2	-3.4	11.6	2.0	-9.5
NC(=O)COc1ncn(-c2ccccc2)n1	-11.8	91.2	99.9	-3.4	-17.5	-0.6	-0.5	6.2	1.0	-8.4
CC(/C=N\NC(=O)Cn1c(C)nc2ccccc21)=C\c1ccccc1	-30.2	65.2	68.2	-17.9	-52.6	0.4	nt	5.8	8.6	5.7
C#CCOCCOCCOCCNc1nc(N2CCOCC2)nc(N2CCN(C(=O)[C@H](C)n3cc(CCCN=C(N)N)nn3)CC2)n1	-10.4	98.1	86.8	4.4	-9.7	0.7	nt	2.4	-3.7	-7.7
COCCn1c(SCC(=O)Nc2ccc(Cl)cn2)nc2ccccc21	5.4	83.6	95.6	-10.7	-18.8	-3.4	0.5	5.9	1.4	8.6

One compound at a time, as listed above. Order of values: E-sel TNF inh, PTEN del growth, bCat KO growth, Yeast life ext, BB579 growth dn, MRP1 act, Phagocyt inh, Measles CPE, NPY-Y2 antag, GALR2 antag
Cc1cc(C)c(S(=O)(=O)N2CCN=C2c2ccccc2)c(C)c1 across the screens: nt, 101.1, 85.2, 2.8, -7.9, -1.7, -3.3, 19.7, 0.3, 5.4
O=C(CC1SC(=Nc2ccccc2)N(Cc2ccccn2)C1=O)Nc1cccc(Cl)c1 (stereo not given) across the screens: nt, 76.2, 84.7, -4.0, -27.1, -1.6, -0.6, 1.8, 2.1, -3.0
O=C(/C=C/c1cccc([N+](=O)[O-])c1)NC(=S)Nc1cccc(NC(=O)c2ccccc2Cl)c1 across the screens: 11.1, 2.8*, 11.3, 3.0, -17.8, -4.9, nt, 25.0, 1.1, -3.8

Continuation.
SMILES	E-sel TNF inh	PTEN del growth	bCat KO growth	Yeast life ext	BB579 growth dn	MRP1 act	Phagocyt inh	Measles CPE	NPY-Y2 antag	GALR2 antag
COc1ccc(C2CCCN2C(=O)Nc2cccc(C(C)=O)c2)cc1OC (stereo not given)	-18.9	93.9	104.2	-5.7	-67.6	-0.7	-0.5	6.5	4.1	-0.8
CCCCNC(=O)c1sc(=S)n(-c2ccccc2OC)c1N	-13.3	102.2	104.1	0.3	-14.2	-0.1	2.5	28.0	-0.8	-3.2
Cn1c(SCC(=O)Nc2nccs2)nnc1C12CC3CC(CC(C3)C1)C2	12.3	80.9	93.0	-12.8	-44.5	-0.8	2.9	2.6	4.5	6.1
COc1ccc2nc(C(C)O)[nH]c2c1 (stereo not given)	-17.3	91.4	84.5	nt	-11.9	-0.5	nt	30.9	-2.7	11.3
O=C(NC(=S)Nc1ccccc1)c1ccc(-c2ccccc2)cc1	-8.3	101.6	111.8	8.0	-17.2	-1.7	-11.3	6.0	1.8	-5.3
CCN(CC)S(=O)(=O)c1ccc(NC(=O)CSc2nnc(-c3cccc(OC)c3)n2C)cc1	-0.1	82.5	92.5	-5.6	-11.4	-2.7	-3.5	2.4	3.4	-1.7
CCCCn1c(O)c(N=NC(=O)c2ccccc2NS(=O)(=O)c2cccs2)c2ccccc21	nt	85.6	94.8	11.6	-48.2	0.1	nt	3.8	0.5	10.6
O=C(NCC(=O)N(CCN1CCOCC1)C(C(=O)NC1CCCC1)c1cccnc1)c1cccs1 (stereo not given)	-16.8	104.4	107.5	-0.9	-23.5	0.4	-2.7	5.7	0.2	-0.2
O=C(Cc1ccc(Cl)cc1)NCC(=O)N1CCCC1	5.4	98.8	97.2	-8.9	-20.1	-0.9	nt	6.2	1.6	9.1
Cc1c(NC(=S)N/N=C/c2cccc(O)c2)c(=O)n(-c2ccccc2)n1C	-15.6	98.7	93.2	-4.9	-26.2	-2.7	-2.7	5.5	1.0	-2.2
Cc1cc(C)n(C(C[N+](=O)[O-])c2ccc(Cl)cc2)n1 (stereo not given)	3.3	36.1	38.9	-12.6	39.5	-5.0	5.3	16.1	3.9	5.9
COc1cc(C(=O)Nc2cc(C)c(OCC(=O)N3CCOCC3)c(C)c2)cc(OC)c1OC	4.0	89.0	83.6	-9.9	-51.3	-0.3	-0.3	5.9	1.1	0.9
Cc1ccc(CN2CCc3c(OCC(=O)Nc4cc(C)ccc4C)cccc3C2=O)cc1	nt	85.0	87.9	4.0	-19.0	-1.8	-10.9	3.1	7.0	5.9
CCOCCCNC(=O)C1CCC(CNS(=O)(=O)c2cccc3nsnc23)CC1 (stereo not given)	-32.5	92.1	85.3	-2.8	-41.8	-3.1	nt	27.2	0.8	-2.8
Cc1nc2cc(-c3ccccc3)nn2c(C)c1CCC(=O)N1CCN(c2ccccc2)CC1	13.7	46.5	51.9	-13.9	18.4	1.8	nt	6.2	1.1	6.8

The order is random; about 6.3% have a hit in one of these screens.
